# Bioassay records (PubChem BioAssay)
# A-T KAP1 phos = qHTS Assay for Identifying a Potential Treatment of Ataxia-Telangiectasia. […] A-T fibroblasts, KAP-1 phosphorylation AlphaLISA; neocarzinostatin DNA damage 30 min before lysis. Potency, µM (series often up to 57.5 µM), inactives show top-dose activation, usual class: activators. 320,000 compounds, 0.19% hits. AID 485349, 2010; also: potency is read from the fitted curve at half-maximal effect; % of control where 0% means no effect; nearly all actives have a fitted effect of over 45% in size
#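 ATM-like activity read as KAP-1 phosphorylation via AlphaLISA donor/acceptor antibody pairs after lysis and 6 hr at 25C. Cells were ATM-null patient fibroblasts ([…], hTERT), dosed 60 min, then exposed to the DSB inducer NCS for 30 min.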
# CXXC DNA block = qHTS Fluorescence Polarization Assay for Inhibitors of MLL CXXC domain - DNA interaction | AID 2662, 2010 | MLL-CXXC / FITC-HOXA9 DNA fluorescence polarization | Histone-lysine N-methyltransferase 2A (Homo sapiens), Q03164 | 290,000 compounds, 0.037% hits | Potency, µM (highest dose often 115 µM), without a hit: at the top dose activity change, negative = inhibition, hits mostly inhibitors; active = well fitted inhibition curve with a large enough effect in the polarisation, with a control signal flat, not every such curve was filed as active; inconclusive = small, poorly fitted or top-dose-only effect, or effect the other way, or a change in a side signal; inactive = no such curve, though single readings can be large or run the other way; the % refers to the polarisation; also: potency is read from the fitted curve at half-maximal effect
#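 Steps: dispense CXXC domain solution (7 uM) → pin compounds or unlabeled HOX-A9 DNA control → 5 min ambient → add FLSN-HOX-A9 solution (50 nM) → spin → 30 min ambient → fluorescence polarization. Tris pH 7.5/NaCl/DTT/BSA buffer.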
# B2AR arrestin = qHTS assay of beta-arrestin-biased ligands of beta2-adrenergic receptor; 330,000 compounds, 0.02% hits; beta-arrestin recruitment to beta2AR, cell-based reporter; Potency, µM (series often up to 46.1 µM), for the others: at the top dose activation, most hits filed as activators; AID 492947, 2010;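 also: potency is read from the fitted curve at half-maximal effect; 0% = DMSO controls and full agonism = EC100 isoproterenol or metaproterenol; nearly all actives have a fitted effect of over 65% in size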
# Target sequence (P07550 whole entry, looked up): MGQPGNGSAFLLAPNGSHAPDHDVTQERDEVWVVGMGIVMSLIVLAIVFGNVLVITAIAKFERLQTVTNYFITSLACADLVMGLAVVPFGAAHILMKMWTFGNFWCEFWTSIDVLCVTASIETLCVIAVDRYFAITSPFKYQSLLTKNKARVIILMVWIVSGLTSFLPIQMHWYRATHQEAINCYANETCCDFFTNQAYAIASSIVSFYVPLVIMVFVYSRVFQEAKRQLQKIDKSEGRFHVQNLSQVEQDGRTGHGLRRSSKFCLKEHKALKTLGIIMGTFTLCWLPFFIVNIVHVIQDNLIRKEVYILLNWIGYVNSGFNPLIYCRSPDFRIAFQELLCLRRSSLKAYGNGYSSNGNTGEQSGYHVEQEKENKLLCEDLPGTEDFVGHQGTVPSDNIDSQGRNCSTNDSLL
# ELG1 repair inh = qHTS screen for small molecules that inhibit ELG1-dependent DNA repair in human embryonic kidney (HEK293T) cells expressing luciferase-tagged ELG1 | HEK293T ELG1-luciferase reporter, luminescence, 16 h; DNA damage induced by 5-fluorouridine | Potency, µM (series often up to 46.1 µM), inactives show at the top dose activity change, negative = inhibition, usual class: inhibitors | 330,000 compounds, 2.3% hits | AID 504467, 2011; also: potency is read from the fitted curve at half-maximal effect; % is scaled to controls: 0 for no effect and ±100 for the full control effect; nearly all actives have a fitted effect of over 55% in size
#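 In this reporter screen, reduction of luminescence relative to DMSO vehicle indicated activity. Compounds and 5-fluorouridine were added together to 2,000 cells per well, incubated for 16 hr at 37 °C, then developed with ONE-Glo.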
# TRPV1 ag = HTS Assay for Compounds that Act as Agonists of the Vanilloid Receptor 1. Transient receptor potential cation channel subfamily V member 1 (Homo sapiens), Q8NER1. 320,000 compounds, 0.19% hits. AID 540275, 2011. TRPV1-expressing cells, Fluo-8 calcium influx, agonist mode. activation, % at 8.33 µM; in the data active = activation above about 80%; inconclusive = between about 30% and that limit; also: 0% is about no effect
#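 TRPV1-expressing cells were cultured overnight at 35.5C and loaded with Fluo-8 calcium dye for 40 to 90 min at room temperature. After a 10 s baseline, compound was added and calcium influx was read kinetically for 3 min (ex 480/em 520 nm).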
# p53 reactivation = qHTS assay for re-activators of p53 using a Luc reporter; H1299 p53-A138V BP100-luciferase reporter, luminescence, 24 h; Potency, µM (titrated, usually from 92.2 µM), for the others: top-dose activity change, positive = activation, most hits filed as activators; 320,000 compounds, 0.063% hits; AID 504706, 2011; also: potency is read from the fitted curve at half-maximal effect; % of control where 0% means no effect; nearly all actives have a fitted effect of over 45% in size
#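 H1299 (p53-null), stable ts p53-A138V + BP100-Luc; 1000 cells/well, Opti-MEM/10% FBS; cpd 4 pt, 1:5; 24 h, 37 deg C, 5% CO2; detection reagent 10 min RT; luminescence.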
# TCR act = Activators of T cell receptors: qHTS campaign | Potency, µM (top dose mostly 9.22 µM), inactives show at the highest dose activation of IL-2 secretion, hits mostly activators | primary human leukocytes, anti-CD3, IL-2 HTRF, 48 h | 330,000 tested, under 10 active; also: % of control where 0% means no effect
#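 Primary human leukocytes receive a-CD3 beads and test compound and are incubated 48 hr. Secreted IL-2 is then assayed by HTRF, measuring 665nm acceptor emission after 320nm excitation of the europium donor.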
# a7 integrin act = qHTS for Activators of Integrin-Mediated Alleviation for Muscular Dystrophy. alpha7betagal myoblasts, beta-gal FDG fluorescence, 48 h. Potency, µM (series often up to 38.3 µM), without a hit: at the highest dose activation, actives largely listed as activators. 350,000 compounds, 0.064% hits. AID 624291, 2012;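 also: potency is read from the fitted curve at half-maximal effect; 100% = response of the positive control SU9516; nearly all actives have a fitted effect of over 60% in size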
#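 Alpha7betagal+/- myoblasts (passage 13) were plated 16-24 hr, then exposed to compounds (1:260 dilution of DMSO stock) for 48 hours at 37C. After MPER lysis, β-galactosidase reporter activity was read as FDG fluorescence (ex 480/em 540) after 30 minutes.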
# BRCA1 expr up = qHTS Assay to Identify Small Molecule Activators of BRCA1 Expression. 380,000 compounds, 1.1% hits. MCF7-BRCA1-FFLuc reporter, luminescence, 48 h; response scale: scaled: vehicle 0%, 10 µM genistein 100%. Potency, µM (series often up to 46.1 µM), for inactives: at the top dose activation, hits mostly activators; also: potency is read from the fitted curve at half-maximal effect; nearly all actives have a fitted effect of over 80% in size; some results filed as inactive show a strong effect at the top dose
#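 MCF7-BRCA1-FFLuc, 2000 cells/well; 2 h attach, 37 °C/5% CO2; compound 48 h; luciferase substrate 15 min; luminescence end-point. Norm. to genistein 10 microM max activation and DMSO; concentration-response curves fitted.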
# TSG101-PTAP inh = qHTS Assay for Iinhibitors of HIV-1 Budding by Blocking the Interaction of PTAP/TSG101; Tumor susceptibility gene 101 protein (Homo sapiens), Q99816; Fluorescence polarization, FITC-PTAP peptide / Tsg101 binding; Potency, µM (series often up to 115 µM), without a hit: at the highest dose activity change, negative = inhibition, most hits filed as inhibitors; 340,000 tested, under 10 active; active = well fitted inhibition curve with a large enough effect in the main read-out, with a control signal flat, not every such curve was filed as active; inconclusive = small, poorly fitted or top-dose-only effect, or effect the other way, or a change in a side signal; inactive = no such curve, though single readings can be large or run the other way; also: potency is read from the fitted curve at half-maximal effect; % of control where 0% means no effect
# Target sequence (Q99816 whole entry, looked up): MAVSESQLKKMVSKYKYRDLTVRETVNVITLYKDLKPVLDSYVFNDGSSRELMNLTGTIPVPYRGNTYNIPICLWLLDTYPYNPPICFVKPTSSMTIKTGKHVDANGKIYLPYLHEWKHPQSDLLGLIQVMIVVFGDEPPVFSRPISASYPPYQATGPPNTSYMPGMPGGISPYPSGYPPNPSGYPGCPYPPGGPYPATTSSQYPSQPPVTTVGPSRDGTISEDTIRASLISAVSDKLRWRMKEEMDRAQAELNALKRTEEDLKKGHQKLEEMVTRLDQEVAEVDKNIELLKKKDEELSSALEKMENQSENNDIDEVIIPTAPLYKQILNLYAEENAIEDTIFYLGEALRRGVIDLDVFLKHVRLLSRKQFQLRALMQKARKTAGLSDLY
#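 Tsg101 binding domain (10 uM final) was mixed with compound and a FITC-labeled PTAP peptide (50 nM final) in HEPES pH 7.5 buffer with NaCl, Tween 20, EDTA and TCEP; fluorescence polarization was read after 20 min at r.t.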
# * = called active by the depositor; ? = inconclusive; nt = not tested or not shown; & = joins results of further samples; [ ] = another dose, or the depositor's remark. Unless noted, calls follow the shape of the dose curve; as a rule, active = well fitted curve in the direction sought with a large enough effect; inconclusive = small, poorly fitted or top-dose-only effect, or another doubt; inactive = no such curve, though single readings can be large; an effect the other way counts as inactive or inconclusive. This is a random part of the collection; about 3.8% have a hit in one of these screens.
# Values run as follows: A-T KAP1 phos	CXXC DNA block	B2AR arrestin	ELG1 repair inh	TRPV1 ag	p53 reactivation	TCR act	a7 integrin act	BRCA1 expr up	TSG101-PTAP inh
O=C(NC(=S)Nc1nc(-c2cccc([N+](=O)[O-])c2)cs1)c1cc(Cl)ccc1Cl
  -3%	-2%	-0.2%	?	-2	3%	3%	17%	-82%	-2%
Cc1ccc(S(=O)(=O)NC(=O)NC(C)c2ccc(F)cc2)cc1 (stereo not given)
  1%	-2%	0.4%	3%	-1	-5%	6%	9%	7%	-4%
COCCn1nnnc1C(c1cc(OC)ccc1OC)N1CCc2ccccc2C1 (stereo not given)
  -4%	8%	-0.4%	14%	25	-2%	-78%	3%	-11%	-2%
O=C(CCNS(=O)(=O)c1ccc(Cl)cc1)N1CCCC1
  7%	-11%	0.1%	0%	-2	-8%	-1%	17%	-4%	-5%
CCN(C(=O)CSc1nc(N)cc(=O)[nH]1)C1CCS(=O)(=O)C1 (stereo not given)
  5%	nt	0.3%	?	0	-2%	-14%	0%	15%	-4%
C/C(N)=C(/C#N)C(=O)COC(=O)c1ccccc1Cc1ccccc1
  20%	1%	0.1%	20%	?	-2%	1%	-58%	26%	-4%
CCC(NC(=O)NC1CCCCC1)c1ccccc1 (stereo not given)
  -2%	5%	-0.5%	-3%	11	0%	1%	-11%	-3%	-5%
COc1ccc(NS(=O)(=O)c2cccc(C(=O)NNC(=O)c3cncc(Br)c3)c2)cc1
  -3%	nt	0.1%	2%	0	5%	-2%	6%	5%	-2%
O=C1CN(Cc2ccccc2)CC(=O)N1
  nt	nt	nt	nt	nt	nt	-4%	-3%	9%	1%
Cc1ccc(CNC(=O)CNC(=O)c2ccc(Br)o2)cc1
  6%	8%	0.3%	0%	2	?	-2%	-19%	10%	-4%
CCOc1ncccc1C(=O)NCCN1C(=O)S/C(=C/c2cccs2)C1=O
  1%	5%	-0.1%	?	3	-4%	0%[46.1 µM]	23%	-4%	-5%
COC(=O)C(Cc1cnc(Cl)s1)(C(=O)OC)c1ccc(C(F)(F)F)cc1[N+](=O)[O-]
  1%	4%	0.0%	-26%	12	2%	0%	9%	-32%	-4%
CCCc1[nH]nc2c1C(c1cn[nH]c1-c1ccc(F)cc1)C(C#N)=C(N)O2 (stereo not given)
  4%	3%	0.3%	-4%	14	-3%	-2%[46.1 µM]	-14%	-35%	0%
CCN(CC(=O)NCc1ccc(F)cc1)C(=O)COc1ccccc1[N+](=O)[O-]
  -10%	nt	0.0%	26%	nt	-3%	-3%	7%	-20%	-2%
Cc1ccc(F)c(NC(=O)c2cncn2-c2ccccc2)c1
  0%	-5%	-0.1%	11%	1	1%	-8%	16%	15%	0%
O=S(=O)(NC1CCCCC1)c1ccc(F)c2ccccc12
  12%	-2%	-0.3%	-5%	5	-16%	0%	11%	0%	-4%
COc1ccc(C)cc1-n1c(N)c(C#N)c(C#N)c1-c1ccc(OC)c(OC)c1OC
  -5%	2%	0.3%	-22%	-10	-16%	-8%	-11%	-21%	-3%
COc1ccc(-c2cc(C(=O)N/N=C/c3cccnc3)c3cc(C)cc(C)c3n2)cc1
  0%	6%	-0.5%	?	-4	2%	-5%	-25%	-75%	0%
CCOCCCNC(=O)/C(C#N)=C/c1ccc(Cl)c([N+](=O)[O-])c1
  -8%	1%	0.3%	?	7	-9%	0%	-45%	-95%[inhibitor]	1%
CC(=O)c1cccc(NC(=O)c2cnccn2)c1
  3%	9%	-0.1%	2%	-4	nt	-2%	-7%	-5%	-3%
COC(=O)C1=C(C)NC(C)=C(C(=O)OC)C1c1ccco1
  -4%	0%	-0.1%	10%	1	0%	-2%	?	-19%	1%
COc1ccc(C(=O)OCC(=O)Nc2c(C)n(C)n(-c3ccccc3)c2=O)cc1OC
  0%	nt	0.0%	-16%	2	4%	-3%	-14%	5%	-2%
CC(C)(C)N(Cc1ccc2c(c1)OCO2)C(=O)/C=C\S(=O)c1ccccc1 (stereo not given)
  nt	nt	nt	nt	nt	nt	4%	-56%[inhibitor]	-90%[inhibitor]	-2%
CCOC(=O)c1c(NC(=O)COC)sc(C(C)=O)c1C
  -4%	-2%	-0.3%	-2%	6	-1%	-4%	-21%	-1%	-6%
CC1(C)CC(=O)C(C=NCC(N)=O)=C(O)C1
  2%	-2%	0.7%	4%	-5	1%	nt	27%	-1%	-1%
COc1ccc(NC(=O)c2ccc3c(SCC(=O)O)c4c(nc3c2)CCCC4)c(OC)c1
  -1%	11%	0.4%	5%	-5	6%	5%	7%	0%&0%	-12%
COC(=O)c1ccccc1OCC(=O)N1CCN(c2ccc(Cl)cc2)CC1
  4%	-1%	-0.7%	-7%	1	-7%	nt	9%	-6%	6%
CCn1cc(C(=O)NP(=O)(Nc2ccc(C)cc2)Nc2ccc(C)cc2)c2ccccc21
  8%	0%	-0.6%	12%	5	2%	4%	-26%	22%	1%
COc1ccc(NC(=O)c2c(C)nn(-c3ccccc3)c2Cl)cc1
  20%	3%	0.0%	?	27	?	nt	-9%	47%	-1%
CCOc1ccccc1N(CC(=O)NCCSc1ccccn1)S(=O)(=O)c1ccc(C)cc1
  -1%	3%	-0.5%	-11%	?	-3%	1%	8%	-46%	-5%

# (listing goes on)
SMILES,A-T KAP1 phos,CXXC DNA block,B2AR arrestin,ELG1 repair inh,TRPV1 ag,p53 reactivation,TCR act,a7 integrin act,BRCA1 expr up,TSG101-PTAP inh
CCCCOc1ccc(CC(=O)NCC(=O)O)cc1,0%,1%,-0.1%,-1%,1,13%,-16%[46.1 µM],-9%,-14%,0%
CCCCn1nnc(NC(=O)c2ccc([N+](=O)[O-])cc2Cl)n1,24%,-6%,0.0%,0%,-6,14%,-3%,-12%,43%,1%
O=C(COc1cc(Cl)c(Cl)cc1Cl)N1CCN(c2ccccn2)CC1,-11%,?,-0.1%,19%,16,2%,-2%,-5%,-13%,2%
Cc1cc(C)n(S(=O)(=O)c2ccc(C)c(C)c2C)n1,-3%,-8%,0.0%,8%,-1,8%,11%,14%,27%,1%
Cc1nn(-c2ccccc2)c(N2CCCC2)c1/C=N/NC(=S)Nc1ccccc1C(F)(F)F,0%,-2%,-0.2%,?,-4,?,3%[46.1 µM],-12%,-47%,0%
COc1cc(Cl)ccc1OCc1cc(C(=O)NC(C)Cc2cccnc2)no1 (stereo not given),-2%,9%,0.1%,?,2,10%,3%,16%,-1%,0%
CCc1ccccc1NC(=O)[C@@H]1CCC(=O)N1C1OC(=O)c2ccccc21 (stereo not given in full),-22%,-5%,-0.4%,12%,1,10%,-2%,3%,5%,-1%
CCCCCC(=O)NCC(C)NC(=O)CCCCC (stereo not given),-1%,-6%,-1.7%,-9%,8,2%,-3%[46.1 µM],-2%,-2%,-4%

# Shown as labelled records: part of the list above.
COc1cc(Cl)ccc1OCc1cc(C(=O)NC(C)Cc2cccnc2)no1 (stereo not given)
  A-T KAP1 phos = -2%	CXXC DNA block = 9%	B2AR arrestin = 0.1%	ELG1 repair inh = ?	TRPV1 ag = 2	p53 reactivation = 10%	TCR act = 3%	a7 integrin act = 16%	BRCA1 expr up = -1%	TSG101-PTAP inh = 0%
CCc1ccccc1NC(=O)[C@@H]1CCC(=O)N1C1OC(=O)c2ccccc21 (stereo not given in full)
  A-T KAP1 phos = -22%	CXXC DNA block = -5%	B2AR arrestin = -0.4%	ELG1 repair inh = 12%	TRPV1 ag = 1	p53 reactivation = 10%	TCR act = -2%	a7 integrin act = 3%	BRCA1 expr up = 5%	TSG101-PTAP inh = -1%
